Screening results: PubChem, several laboratories
OX1R FRET antag: antagonists of human orexin 1 receptor (OX1R). OX1R-expressing cells, FRET antagonist read-out. inhibition, % at 6.6 µM. 330,000 tested, 1.8% active; in the data active = inhibition mostly above about 38%, no sharp cut-off; inactive = mostly below about 40%;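 also: 0% = agonist challenge alone and 100% = reference antagonist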
Target sequence (O43613 whole entry, looked up): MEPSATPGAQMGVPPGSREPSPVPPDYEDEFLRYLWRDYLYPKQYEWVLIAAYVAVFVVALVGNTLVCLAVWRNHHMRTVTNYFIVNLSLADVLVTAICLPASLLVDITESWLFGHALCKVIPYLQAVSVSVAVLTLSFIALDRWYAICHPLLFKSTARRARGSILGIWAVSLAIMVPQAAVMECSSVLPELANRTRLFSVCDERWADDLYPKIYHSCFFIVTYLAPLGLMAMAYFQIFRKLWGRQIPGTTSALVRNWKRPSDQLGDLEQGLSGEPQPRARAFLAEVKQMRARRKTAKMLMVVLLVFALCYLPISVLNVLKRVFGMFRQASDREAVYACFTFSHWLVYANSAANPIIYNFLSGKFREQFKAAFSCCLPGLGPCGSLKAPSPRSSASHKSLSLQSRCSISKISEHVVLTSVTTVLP
STK33 inh: inhibitors of purified STK33 kinase, primary screen, biochemical, ADP-Glo luminescence, homogeneous, cell-free; MBP phosphorylation; inhibition, % at 10 µM; 320,000 tested, 0.073% active; AID 2661, 2010;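 active = inhibition at or above 25%, using the most active replicate where run in duplicate; inactive = inhibition below 25%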
Target sequence (Q9BYT3 whole entry, looked up): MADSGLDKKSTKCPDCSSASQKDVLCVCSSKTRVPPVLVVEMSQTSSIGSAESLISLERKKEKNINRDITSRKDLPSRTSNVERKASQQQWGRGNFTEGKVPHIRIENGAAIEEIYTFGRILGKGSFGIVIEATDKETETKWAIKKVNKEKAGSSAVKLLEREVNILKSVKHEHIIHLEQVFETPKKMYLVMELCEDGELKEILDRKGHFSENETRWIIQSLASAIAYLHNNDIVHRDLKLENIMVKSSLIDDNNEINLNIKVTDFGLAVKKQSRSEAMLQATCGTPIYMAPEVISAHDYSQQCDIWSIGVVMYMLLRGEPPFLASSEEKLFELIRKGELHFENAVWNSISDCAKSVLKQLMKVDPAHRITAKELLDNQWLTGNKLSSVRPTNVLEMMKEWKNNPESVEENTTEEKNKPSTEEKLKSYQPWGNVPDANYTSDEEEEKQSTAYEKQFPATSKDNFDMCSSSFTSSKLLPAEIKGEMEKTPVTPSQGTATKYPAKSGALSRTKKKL
KCNQ2 block: KCNQ2 potassium channel inhibitors, primary screen, cell-based, CHO-K1, FluxOR thallium flux, B-score (AID 2156) | Potassium voltage-gated channel subfamily KQT member 2 (Rattus norvegicus), O88943 | 20 min; hits give low values | B-score at 10 µM | 310,000 tested, 1.1% active;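 active = fluorescence ratio B-score at most minus 3 library SDs, with starting brightness B-score within 2 library SDs, cut at about -5.5 in these data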
Active calls of the source: *; i = inactive; / = not tested or not shown. Rows were taken by chance. Share with any hit: about 2.7%.

SMILES | OX1R FRET antag | STK33 inh | KCNQ2 block
O=C(c1cc2ccccc2cc1O)N1CCN(c2ccccc2O)CC1 | 18 | 0.2 | i
Cc1nc(-c2cccc(N)c2)cs1 | 13 | -0.2 | i
COc1ccc(CCNC(=O)CN2CCC(C)CC2)cc1OC | 0 | 0.5 | i
Cc1n[nH]c(=O)c2c(NC(=O)CSc3nc4ccccc4c(=O)n3CCCOC(C)C)oc(C)c12 | 39 | -0.7 | i
COCC1CCCN(C(=O)c2ccc3oc(CCCc4ccccc4)nc3c2)C1 (stereo not given) | 20 | -0.5 | i
COc1ccc(OC(=O)c2cnn(-c3ccccc3)c2C)cc1 | 20 | -1.1 | i
CCCCNC(=O)C1CCN(C(=O)C2CCN(S(=O)(=O)c3ccc(C)cc3)CC2)CC1 | 7 | -1.0 | i
CCc1cccc(NC(=S)N(CCCN2CCOCC2)C(C)c2cc3cccc(OC)c3o2)c1 (stereo not given) | 1 | -1.0 | i
CCc1ccc(C(=O)NNc2ccc(C)c(Cl)c2)cc1 | 7 | -1.6 | i
COCCCNc1nc2ccccc2nc1NS(=O)(=O)c1ccc(C)cc1 | 19 | -0.1 | i
CCCc1cc(C(=O)Nc2sc3c(c2C#N)CCC3)no1 | 7 | -2.7 | i
Cn1c(SCCOc2ccc(Cl)cc2)nnc1-c1ccncc1 | 3 | 0.1 | i
CC(=O)C1=C(O)CC(C)(C)CC1=NCc1nc2ccccc2[nH]1 | 21 | 0.6 | i
C=CCNCCCOc1ccc(C)cc1Br | 2 | -1.1 | i
COc1ccc(NC(=O)C(=O)NCc2ccncc2)c(OC)c1 | 12 | -0.5 | i
COc1ccc(-c2[nH]ncc2CN2CCCCCCC2)c(OC)c1 | 14 | -1.9 | i
O=C(CSc1nnc(-c2ccccc2)o1)NC1CCCC1 | 25 | 2.9 | i
Cc1ccc(-c2ccc(S(=O)(=O)N3CCN(C)CC3)cc2)cc1 | 6 | -0.4 | i
Cc1ccccc1C(=O)Nc1ccnn1C1CCN(C(=O)c2ccoc2)CC1 | 21 | 0.2 | i
COCC(=O)N1CCC(Oc2ccc(C(=O)N(C)CCCC3CCCC3)cc2)CC1 | -1 | 0.6 | i
O=C(Nc1cccc(Cl)c1)C1CCN(C(=O)c2cccs2)CC1 | 11 | -0.7 | i
O=C(c1cc(=O)c2ccccc2o1)N1CCCc2ccccc21 | 31 | 0.1 | i
O=C(NC(=S)Nc1cc(C(F)(F)F)ccc1N1CCOCC1)c1sc2ccccc2c1Cl | 13 | 0.1 | i
COc1ccc(CCNC(=O)c2cnc3scc(C)n3c2=O)cc1OC | 12 | -3.3 | i
CC(C)OC(=O)c1cccc(-c2ccc(C=O)o2)c1 | 4 | -2.1 | i
(more compounds)
SMILES | OX1R FRET antag | STK33 inh | KCNQ2 block
Cc1ccc(/C=N/n2c(C)nc3ccccc3c2=O)s1 | 5 | 0.3 | i
O=C1CC(N2CCCc3ccccc32)C(=O)N1c1ccccc1 (stereo not given) | 24 | -0.5 | i
CC(=O)N1[C@H](Cc2ccccc2)C=C[C@]1(C)C(=O)NCc1ccc(C)o1 | 0 | 0.5 | i
NC(=O)c1ccsc1NC(=O)C1CC1 | 10 | 1.5 | i
CN1CCc2c(n(CC(O)CN3CCN(CCO)CC3)c3ccccc23)C1=O (stereo not given) | 3 | 0.0 | i
CC(=O)c1ccc(NS(=O)(=O)c2cccc(C(=O)Nc3ccccc3C(=O)O)c2)cc1 | -7 | -0.1 | i
CCC1(C)Cc2ccccc2-c2[nH][nH]c(=O)c21 (stereo not given) | 12 | 24 | i
Cc1c(NC(=O)c2cc(-c3ccc(Cl)s3)nc3ccccc23)c(=O)n(-c2ccccc2)n1C | 7 | 0.3 | i
CC(=O)c1coc2ccc(OCC(=O)O)cc12 | 5 | 0.7 | i
O=C(c1cnccn1)N1CCN(C/C=C/c2ccccc2)CC1 | 12 | 0.0 | i
O=C(c1ccc(S(=O)(=O)N2CCOCC2)cc1)N(c1ccc(F)cc1)C1C=CS(=O)(=O)C1 (stereo not given) | 6 | -2.1 | i
Nc1ccc(Br)c2cccnc12 | 17 | -2.1 | i
Cc1ccc(NC(=S)NC(=O)c2ccc(F)cc2)cc1S(=O)(=O)Nc1cccc(Cl)c1 | 20 | -2.3 | i
COc1ccc(NC(=O)C2CCN(S(=O)(=O)c3cccc4nonc34)CC2)cc1 | 19 | -1.8 | i
CCC(C)NC(=O)c1cc(-c2ccc3c(c2)OCO3)on1 (stereo not given) | -1 | -1.2 | i
O=C(c1ccc(C#CC2(O)CCCCC2)cc1)N1CCN(C(c2ccccc2)c2ccccc2)CC1 | 7 | -0.8 | i
O=C(Nc1ccc2c(c1)OCCO2)C1CCN(c2ncccn2)CC1 | 20 | -0.4 | i
Fc1ccccc1-c1nc(N2CCCCC2)c2ccccc2n1 | 26 | -0.7 | i
Cc1ccc(NC(=O)c2cccc(S(=O)(=O)N3CCN(c4ccc(F)cc4)CC3)c2)nc1 | 29 | 0.1 | i
Cc1cc(C)cc(C(=O)Nc2ccc(N3CCCC3)cc2)c1 | 13 | / | i
COC(=O)C1=CN(Cc2cccs2)C=C(C(=O)OC)C1c1ccc(OC)cc1OC | 12 | -0.2 | i
Cc1nc(N2C(=O)C(=O)/C(=C(/O)c3ccccc3)C2c2ccco2)sc1C (stereo not given) | 20 | -5.6 | i
CS(=O)(=O)c1ccc(-c2cc(Br)sc2-c2ccc(F)cc2)cc1 | 17 | -3.1 | i
C=C1CC2C(=O)N(Cc3ccccc3)C(C(=O)OCC)(C(=O)OCC)C1N2C(=O)OC(C)(C)C (stereo not given) | 50 | -1.5 | i
CCOC(=O)C(C)Oc1ccc(C2NC(=O)NC(C)=C2C(C)=O)cc1Br (stereo not given) | 12 | -2.5 | i
(further entries)
SMILES | OX1R FRET antag | STK33 inh | KCNQ2 block
COC(=O)c1cnc(SCc2ccc([N+](=O)[O-])cc2)n1C | 6 | -1.6 | i
CCCc1nnc(-c2ccc(OC)cc2)o1 | 3 | -4.1 | i
CCOc1ccc(C2C(C(=O)O)CCC(=O)N2C2CCCCC2)cc1 (stereo not given) | 26 | -0.2 | i
CCOC(=O)CCn1c2nc(C)cc(C)c2c(=O)n1-c1ccccc1 | 4 | -0.3 | i
C=CCn1cc(CN2CCC(C(=O)Nc3cccc(-c4cccc(Cl)c4)c3)CC2)c(C)n1 | 5 | -0.3 | i
CCc1nnc2n1N=C(c1ccc(Cl)cc1Cl)CS2 | 8 | -0.8 | i
CCOc1ccc(-n2c(O)c(/C=N/Nc3nc(C)cc(C)n3)c3ccccc3c2=O)cc1 | 23 | 0.3 | i
O=C(CSc1nnc(-c2ccc(Cl)cc2Cl)n1C1CCCCC1)NC1CCS(=O)(=O)C1 (stereo not given) | 14 | -0.8 | i
OCCc1c[nH]c2cc(F)ccc12 | 12 | -0.1 | i
COc1ccc2c(CC(=O)OCc3nc4ccsc4c(=O)[nH]3)coc2c1 | 12 | -1.3 | /
CCn1c(CNc2ccc(F)cc2)nnc1SCCN1CCCCC1 | 17 | 0.9 | i
CCOc1ccc(NC(=O)CCC(=O)NNC(=O)c2ccco2)cc1 | 23 | 1.6 | i
O=C(NCCCn1ccnc1)c1cc2ccccc2oc1=O | 28 | -0.7 | i
COCCn1c(SCC(=O)NCc2ccc3c(c2)OCO3)nc2ccccc2c1=O | 27 | -5.3 | i
COc1ccccc1CNC(=O)COC(=O)/C=C/c1ccc2c(c1)OCO2 | 0 | -1.4 | /
Clc1nn2cnnc2c2ccccc12 | 17 | -0.2 | i
CCN(CC(=O)NCc1ccncc1)S(=O)(=O)c1cc(Cl)ccc1Cl | 18 | -1.4 | i
NS(=O)(=O)c1ccc(NC(=O)c2ccc(S(=O)(=O)N3CCCCC3)cc2)cc1 | 2 | -1.4 | /
CC(NC(=S)Nc1ccc(Cl)cc1)C(c1ccccc1)N1CCOCC1 (stereo not given) | 3 | -1.1 | i
N=c1c(C(=O)NCc2ccco2)cc2c(=O)n3ccccc3nc2n1C1CCCC1 | 54* | 2.0 | i
CCn1nc(NC(=O)C(C)C)c2cc3cccc(C)c3nc21 | -2 | -0.8 | i
Cn1c(=O)cc(SCC(=O)NCCN2CCN(c3ccccc3F)CC2)c2cc(Cl)ccc21 | 9 | 0.4 | i
C[C@H](NC(=O)c1nc[nH]c1C(=O)N[C@H](C)c1ccccc1)C(=O)OCc1ccccc1 | 16 | -0.7 | i
COc1cccc(CN2CCN(Cc3ccc4c(c3)OCCO4)CC2CCO)c1 (stereo not given) | 4 | -1.9 | i
O=C(CCc1nnc(Cc2c[nH]c3ccccc23)o1)NC1CCCC1 | 13 | -2.8 | i
(listing goes on)
SMILES | OX1R FRET antag | STK33 inh | KCNQ2 block
COc1ccc(OCc2nn3c(Cn4cnc5ccccc54)nnc3s2)cc1 | 8 | 0.7 | i
O=C(Nc1ccc(-c2nnco2)cc1)c1ccccc1 | 17 | -4.1 | i
CC(=O)Nc1ccc(N=Cc2c(O)c(C(=O)Nc3ccccc3)cc3ccccc23)cc1 | 12 | -0.9 | i
O=C(CCN1C(=O)COc2ccccc21)NCCCN1CCCC1 | 12 | -2.5 | i
O=C(CC(=O)Nc1cc(Cl)ccc1Cl)Nc1cc(Cl)ccc1Cl | -6 | -1.8 | i
CC(C)(C)NC(=O)CSc1nnc(C2CC2)n1-c1ccccc1 | 9 | 0.4 | i
O=C(O)C1CCCCC1C(=O)NCCCCc1ccccc1 (stereo not given) | 12 | -1.7 | i
COc1ccccc1N(C(=O)c1ccco1)C(C(=O)NC1CCCC1)c1ccncc1 (stereo not given) | 19 | 0.2 | i
Cc1ccc(-c2ccc(C#N)c(=O)n2CC(=O)N(C)C)cc1 | 14 | -0.9 | i
O=c1c2cc(NC(=S)NC3CC3)ccc2nc2n1CCCCC2 | 6 | -0.6 | i
O=C(Nc1ccccc1)N1CCN(CCc2ccccc2)CC1 | 13 | -0.4 | i
COc1ccccc1C(=O)NCCC(=O)NCC1CCCCC1 | 10 | -1.2 | /
COC(=O)c1ccccc1Sc1c(/C=N/OCc2ccc(Cl)cc2)c(C(F)(F)F)nn1C | 7 | -0.4 | i
CCc1c(C)nc(N2CCOCC2)[nH]c1=O | 9 | 0.5 | i
CCOc1ccccc1NC(=O)COC(=O)C1CCC(=O)N1 (stereo not given) | 6 | 0.4 | /
Cc1ccc(NC(=O)CCC(=O)c2ccc(Cl)s2)nc1 | 5 | -0.6 | /
COc1cccc(CN(C)CC(O)COc2cc(Cl)ccc2Cl)c1 (stereo not given) | 7 | -1.7 | i
Cc1cc(C)c(O)c(-c2cc(C(=O)Nc3c(C)n(C)n(-c4ccccc4)c3=O)[nH]n2)c1 | -5 | 0.8 | i

Compounds shown so far containing a Cl atom:
SMILES | OX1R FRET antag | STK33 inh | KCNQ2 block
CCc1ccc(C(=O)NNc2ccc(C)c(Cl)c2)cc1 | 7 | -1.6 | i
Cn1c(SCCOc2ccc(Cl)cc2)nnc1-c1ccncc1 | 3 | 0.1 | i
O=C(Nc1cccc(Cl)c1)C1CCN(C(=O)c2cccs2)CC1 | 11 | -0.7 | i
O=C(NC(=S)Nc1cc(C(F)(F)F)ccc1N1CCOCC1)c1sc2ccccc2c1Cl | 13 | 0.1 | i
Cc1c(NC(=O)c2cc(-c3ccc(Cl)s3)nc3ccccc23)c(=O)n(-c2ccccc2)n1C | 7 | 0.3 | i
Cc1ccc(NC(=S)NC(=O)c2ccc(F)cc2)cc1S(=O)(=O)Nc1cccc(Cl)c1 | 20 | -2.3 | i
C=CCn1cc(CN2CCC(C(=O)Nc3cccc(-c4cccc(Cl)c4)c3)CC2)c(C)n1 | 5 | -0.3 | i
CCc1nnc2n1N=C(c1ccc(Cl)cc1Cl)CS2 | 8 | -0.8 | i
O=C(CSc1nnc(-c2ccc(Cl)cc2Cl)n1C1CCCCC1)NC1CCS(=O)(=O)C1 (stereo not given) | 14 | -0.8 | i
Clc1nn2cnnc2c2ccccc12 | 17 | -0.2 | i
CCN(CC(=O)NCc1ccncc1)S(=O)(=O)c1cc(Cl)ccc1Cl | 18 | -1.4 | i
CC(NC(=S)Nc1ccc(Cl)cc1)C(c1ccccc1)N1CCOCC1 (stereo not given) | 3 | -1.1 | i
Cn1c(=O)cc(SCC(=O)NCCN2CCN(c3ccccc3F)CC2)c2cc(Cl)ccc21 | 9 | 0.4 | i
O=C(CC(=O)Nc1cc(Cl)ccc1Cl)Nc1cc(Cl)ccc1Cl | -6 | -1.8 | i
COC(=O)c1ccccc1Sc1c(/C=N/OCc2ccc(Cl)cc2)c(C(F)(F)F)nn1C | 7 | -0.4 | i
Cc1ccc(NC(=O)CCC(=O)c2ccc(Cl)s2)nc1 | 5 | -0.6 | /
COc1cccc(CN(C)CC(O)COc2cc(Cl)ccc2Cl)c1 (stereo not given) | 7 | -1.7 | i
